CHRM4 agonist – human M4 muscarinic receptor agonists, primary screen, CHO-K1 cells, Fluo-8 calcium fluorescence | Muscarinic acetylcholine receptor M4 (Homo sapiens), P08173 | CHO-K1 hM4/Gqi5; vehicle 0%, full acetylcholine response 100% | activation, % at 3 µM | 0.14% of 360,000 active | AID 624127, 2012;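 active = activation above the run mean over all test wells plus 3 SD, cut at about 32% in these data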;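 note: peak over basal fluorescence ratio per well then scaled between controls; 0% = DMSO wells and 100% = acetylcholine at EC100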
Target sequence (P08173 whole entry, looked up): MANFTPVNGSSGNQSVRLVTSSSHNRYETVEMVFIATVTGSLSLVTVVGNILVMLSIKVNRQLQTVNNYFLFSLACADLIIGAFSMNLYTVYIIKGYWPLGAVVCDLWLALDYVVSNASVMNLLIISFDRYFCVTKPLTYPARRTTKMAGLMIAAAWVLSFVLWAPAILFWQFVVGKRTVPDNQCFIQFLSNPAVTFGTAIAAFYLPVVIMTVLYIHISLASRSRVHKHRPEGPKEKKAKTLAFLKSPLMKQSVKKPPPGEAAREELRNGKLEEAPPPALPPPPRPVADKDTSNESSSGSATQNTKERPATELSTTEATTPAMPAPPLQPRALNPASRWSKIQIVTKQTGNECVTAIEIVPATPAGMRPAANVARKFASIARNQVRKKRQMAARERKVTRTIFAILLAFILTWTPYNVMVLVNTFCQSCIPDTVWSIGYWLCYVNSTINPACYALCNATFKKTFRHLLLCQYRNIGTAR
CRFBP-R2 block – antagonists of CRF-BP/CRF-R2 complex, primary screen, cell-based, HEK293, calcium dye fluorescence, uHTS; CRF-induced calcium fluorescence; inhibition, % at 11.8 µM; 0.59% of 350,000 active; AID 588475, 2011;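 active = inhibition of the ligand-induced calcium signal above about 50% at the single tested concentration, limit read from the data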
CHRM5 antagonist – human M5 muscarinic receptor antagonists, primary screen, CHO cells, Fluo-8 calcium fluorescence. CHO-hM5 cells, ACh EC80. Muscarinic acetylcholine receptor M5 (Homo sapiens), P08912. inhibition, % at 3 µM. 0.59% of 360,000 active. AID 624040, 2012;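 active = inhibition above a per-plate cutoff, the mean of that plate's test compounds plus 3 SD, cut at about 27% in these data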;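 note: 0% = acetylcholine EC80 with DMSO and 100% = DMSO without agonist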
CRFBP-R2 agonist – agonists of CRF-BP/CRF-R2 complex, primary screen, cell-based, HEK293, calcium dye fluorescence, uHTS. CRF-binding protein / CRF receptor 2 complex (human). 0.46% of 350,000 active. AID 588473, 2011. calcium dye fluorescence (FLIPR); percent of saturating CRF peptide response. activation, % at 13.2 µM;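 active = activation of at least 50%, plus an integration ratio under a set limit after plate pattern correction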;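 note: plate controls were neutral control wells without compound for no effect and CRF at EC100 for full effect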
CHRM4 PAM – human M4 muscarinic receptor positive allosteric modulators, primary screen, CHO-K1 cells, Fluo-8 calcium fluorescence; Muscarinic acetylcholine receptor M4 (Homo sapiens), P08173; AID 624126, 2012; CHO-K1 hM4/Gqi5, ACh EC20; 0% = ACh EC20, 100% = maximal ACh; activation, % at 3 µM; 0.4% of 360,000 active;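 active = activation above its plate's cutoff, the mean activation of sample wells plus 3 SD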; note: some results filed as inactive read as strong as hits
M5 ag – human M5 muscarinic receptor agonists, primary screen, CHO-K1 cells, Fluo-8 calcium fluorescence | Muscarinic acetylcholine receptor M5 (Homo sapiens), P08912 | CHO-K1 hM5 cells; 0% DMSO wells, 100% maximal acetylcholine response | activation, % at 3 µM | 0.19% of 360,000 active;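 active = activation above the run's mean over test compounds plus 3 SD, cut at about 23% in these data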;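 note: signal is peak over basal fluorescence ratio across the kinetic read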
CHRM5 PAM – human M5 muscarinic receptor positive allosteric modulators, primary screen, CHO-K1 cells, Fluo-8 calcium fluorescence; 0.3% of 360,000 active; Muscarinic acetylcholine receptor M5 (Homo sapiens), P08912; activation, % at 3 µM; CHO-K1 hM5, ACh EC20 PAM; 0% = ACh EC20, 100% = ACh EC100;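 active = activation above the run cutoff, the mean activation of all test compounds plus 3 SD, cut at about 18% in these data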
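system = human M5 receptor in CHO-K1 cells | compound = one concentration, 3 µM final (nominal) | schedule = Post-acetylcholine fluorescence recording 140 s | signal = Fluo-8 calcium dye fluorescence, kinetic read | benchmarks = low control EC20 acetylcholine (0%), high control EC100 acetylcholine (100%) | repeats = singlicate, one well per test compound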
CHRM1 PAM – human M1 muscarinic receptor positive allosteric modulators, primary screen, CHO-K1 cells, Fluo-8 calcium fluorescence, 1536-well; CHO-K1 hM1, ACh EC20; 0% = ACh EC20, 100% = maximal ACh; activation, % at 3 µM; 0.088% of 360,000 active; AID 588819, 2011; in the data active = activation above about 19%, passing the limit was not always enough
Target sequence (P11229 whole entry, looked up): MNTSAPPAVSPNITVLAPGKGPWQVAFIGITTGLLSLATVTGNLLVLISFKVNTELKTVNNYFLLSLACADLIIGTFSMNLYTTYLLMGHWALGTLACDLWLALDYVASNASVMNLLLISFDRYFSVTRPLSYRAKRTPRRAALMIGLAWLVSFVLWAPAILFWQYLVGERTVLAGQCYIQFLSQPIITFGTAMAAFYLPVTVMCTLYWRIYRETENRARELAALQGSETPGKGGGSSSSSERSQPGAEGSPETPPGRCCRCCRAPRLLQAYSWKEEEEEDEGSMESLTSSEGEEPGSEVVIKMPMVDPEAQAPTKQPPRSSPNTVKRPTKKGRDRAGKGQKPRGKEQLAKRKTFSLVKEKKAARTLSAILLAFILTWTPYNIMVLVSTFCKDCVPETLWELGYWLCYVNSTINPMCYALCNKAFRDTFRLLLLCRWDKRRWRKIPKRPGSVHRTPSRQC
CHRM4 antagonist – human M4 muscarinic receptor antagonists, primary screen, CHO cells, Fluo-8 calcium fluorescence; 0.73% of 360,000 active; inhibition, % at 3 µM; Muscarinic acetylcholine receptor M4 (Homo sapiens), P08173; CHO-hM4 cells, ACh EC80;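 active = inhibition above its plate's cutoff, the mean inhibition of sample wells plus 3 SD, cut at about 27% in these data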;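 note: 0% = acetylcholine EC80 with DMSO and 100% = DMSO without agonist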
* hit, by the source's call.

What do the screens show for `CCCCNC(=S)N1CCN(C(c2ccccc2)c2ccccc2)CC1`?
CHRM4 agonist: 0; CRFBP-R2 block: 4; CHRM5 antagonist: -2; CRFBP-R2 agonist: 0.3; CHRM4 PAM: -20; M5 ag: -9; CHRM5 PAM: -4; CHRM1 PAM: -15; CHRM4 antagonist: 3

Results for COc1cccc(C(C)(O)c2nc(-c3ccccc3OC)cs2)c1 (stereo not drawn) ?
CHRM4 agonist: 0; CHRM5 antagonist: 4; CHRM4 PAM: 5; M5 ag: 4; CHRM5 PAM: -4; CHRM1 PAM: 10; CHRM4 antagonist: -1

What do the screens show for `C/C(=N/NC(=O)CNC(=O)/C=C/c1ccco1)c1ccc(Cl)cc1`?
CHRM4 agonist: 0; CRFBP-R2 block: 11; CHRM5 antagonist: 8; CRFBP-R2 agonist: -5.0; CHRM4 PAM: 0; M5 ag: -2; CHRM5 PAM: -3; CHRM1 PAM: 4; CHRM4 antagonist: -3

Results for Cc1c(C(=O)O)oc2ccc(S(=O)(=O)NCc3ccccc3)cc12 ?
CHRM4 agonist: 0; CRFBP-R2 block: 43; CHRM5 antagonist: 4; CRFBP-R2 agonist: 1.4; CHRM4 PAM: 4; M5 ag: 5; CHRM5 PAM: -3; CHRM1 PAM: 2; CHRM4 antagonist: 5

What do the screens show for `Cc1cccc(C(=O)Nc2cccc(-c3ccc4nncn4n3)c2)c1`?
CHRM4 agonist: 5; CRFBP-R2 block: 15; CHRM5 antagonist: 5; CRFBP-R2 agonist: -1.9; CHRM4 PAM: -9; M5 ag: 2; CHRM5 PAM: -1; CHRM1 PAM: 2; CHRM4 antagonist: 10

What do the screens show for `COc1ccccc1N1CCN(C(c2cccs2)C(C)NC(=O)C(=O)N2CCOCC2)CC1` (stereo not drawn)?
CHRM4 agonist: 0; CRFBP-R2 block: -8; CHRM5 antagonist: 17; CRFBP-R2 agonist: 1.7; CHRM4 PAM: -8; M5 ag: -2; CHRM5 PAM: -9; CHRM1 PAM: -4; CHRM4 antagonist: 6

What do the screens show for `Cc1ccn2c(C(=O)c3ccc(Cl)cc3)cnc2c1`?
CHRM4 agonist: 2; CRFBP-R2 block: -54; CHRM5 antagonist: 5; CRFBP-R2 agonist: 1.0; CHRM4 PAM: 7; M5 ag: -6; CHRM5 PAM: 0; CHRM1 PAM: -1; CHRM4 antagonist: -7

Results for O=C(COn1nnc2ccc(C(F)(F)F)cc21)Nc1c(Cl)cccc1Cl ?
CHRM4 agonist: 1; CRFBP-R2 block: -26; CHRM5 antagonist: 4; CRFBP-R2 agonist: 2.7; CHRM4 PAM: -4; M5 ag: -2; CHRM5 PAM: -4; CHRM1 PAM: -6; CHRM4 antagonist: 5

What do the screens show for `COc1ccccc1N(CC(=O)NCCC1=CCCCC1)S(=O)(=O)c1ccccc1`?
CHRM4 agonist: 0; CRFBP-R2 block: 21; CHRM5 antagonist: -13; CRFBP-R2 agonist: -1.2; CHRM4 PAM: -1; M5 ag: -7; CHRM5 PAM: -4; CHRM1 PAM: -13; CHRM4 antagonist: -7

Results for CC(C)OC(=O)CSc1nnc(-c2ccccn2)n1-c1ccccc1 ?
CHRM4 agonist: 0; CRFBP-R2 block: -6; CHRM5 antagonist: -2; CRFBP-R2 agonist: -1.4; CHRM4 PAM: 5; M5 ag: 0; CHRM5 PAM: 2; CHRM1 PAM: 6; CHRM4 antagonist: 1

Among those listed so far, these have a halogen.
What do the screens show for `C/C(=N/NC(=O)CNC(=O)/C=C/c1ccco1)c1ccc(Cl)cc1`?
CHRM4 agonist: 0; CRFBP-R2 block: 11; CHRM5 antagonist: 8; CRFBP-R2 agonist: -5.0; CHRM4 PAM: 0; M5 ag: -2; CHRM5 PAM: -3; CHRM1 PAM: 4; CHRM4 antagonist: -3

What do the screens show for `Cc1ccn2c(C(=O)c3ccc(Cl)cc3)cnc2c1`?
CHRM4 agonist: 2; CRFBP-R2 block: -54; CHRM5 antagonist: 5; CRFBP-R2 agonist: 1.0; CHRM4 PAM: 7; M5 ag: -6; CHRM5 PAM: 0; CHRM1 PAM: -1; CHRM4 antagonist: -7

Results for O=C(COn1nnc2ccc(C(F)(F)F)cc21)Nc1c(Cl)cccc1Cl ?
CHRM4 agonist: 1; CRFBP-R2 block: -26; CHRM5 antagonist: 4; CRFBP-R2 agonist: 2.7; CHRM4 PAM: -4; M5 ag: -2; CHRM5 PAM: -4; CHRM1 PAM: -6; CHRM4 antagonist: 5

Next compounds
How did COc1cccc(OC)c1C(=O)OCC(=O)NC(=O)NCc1ccccc1 do in these assays?
CHRM4 agonist: 2; CRFBP-R2 block: 5; CHRM5 antagonist: 0; CRFBP-R2 agonist: -5.5; CHRM4 PAM: 3; M5 ag: -4; CHRM5 PAM: -2; CHRM1 PAM: 3; CHRM4 antagonist: -20

What do the screens show for `O=C(N/N=C/c1cccnc1)c1cc(-c2ccccc2Cl)nc2ccccc12`?
CHRM4 agonist: 2; CRFBP-R2 block: -21; CHRM5 antagonist: 4; CRFBP-R2 agonist: 1.6; CHRM4 PAM: -4; M5 ag: -4; CHRM5 PAM: -5; CHRM1 PAM: 1; CHRM4 antagonist: 3

What do the screens show for `COc1ccccc1C1OCC(C)([N+](=O)[O-])CO1` (stereo not drawn)?
CHRM4 agonist: -3; CRFBP-R2 block: -8; CHRM5 antagonist: 3; CRFBP-R2 agonist: 0.1; CHRM4 PAM: 8; M5 ag: 4; CHRM5 PAM: 1; CHRM1 PAM: 3; CHRM4 antagonist: -2

What do the screens show for `Cc1ccc(-c2nnn(CC(=O)N(CC(=O)NC3CCCC3)c3cnc4ccccc4c3)n2)o1`?
CHRM4 agonist: 1; CRFBP-R2 block: -10; CHRM5 antagonist: -7; CRFBP-R2 agonist: -1.0; CHRM4 PAM: 0; M5 ag: 0; CHRM5 PAM: 1; CHRM1 PAM: 0; CHRM4 antagonist: 1

What do the screens show for `O=c1[nH]c(C2CCN(S(=O)(=O)c3ccccc3)CC2)nc2c1nnn2Cc1c(F)cccc1Cl`?
CHRM4 agonist: 0; CRFBP-R2 block: -6; CHRM5 antagonist: 17; CRFBP-R2 agonist: 3.5; CHRM4 PAM: -9; M5 ag: -1; CHRM5 PAM: -2; CHRM1 PAM: 5; CHRM4 antagonist: 2

What do the screens show for `CCn1c(SCC(=O)Nc2ccc(OC)cc2)nc2c(c1=O)SCC2`?
CHRM4 agonist: -1; CRFBP-R2 block: -4; CHRM5 antagonist: 5; CRFBP-R2 agonist: -0.1; CHRM4 PAM: 4; M5 ag: -2; CHRM5 PAM: 6; CHRM1 PAM: 6; CHRM4 antagonist: 3

What do the screens show for `Cc1ccc(-c2n[nH]c(=O)c3ccccc23)cc1S(=O)(=O)NC(C)(C)C`?
CHRM4 agonist: 2; CRFBP-R2 block: -26; CHRM5 antagonist: -7; CRFBP-R2 agonist: 3.8; CHRM4 PAM: 1; M5 ag: 0; CHRM5 PAM: -4; CHRM1 PAM: 13; CHRM4 antagonist: 1

Results for COC(=O)[C@]12CCCCC=C1N(Cc1ccc3c(c1)OCO3)C(=O)[C@H](CC(=O)N1CCC(c3ccccc3)CC1)C2 ?
CHRM4 agonist: 13; CHRM5 antagonist: 24; CHRM4 PAM: -12; M5 ag: 0; CHRM5 PAM: -18; CHRM4 antagonist: 17

How did CC1(C)N([O-])C(c2ccccc2)=C[N+](=O)C1(C)C do in these assays?
CHRM4 agonist: 0; CRFBP-R2 block: 2; CHRM5 antagonist: -4; CRFBP-R2 agonist: -2.5; CHRM4 PAM: -1; M5 ag: 2; CHRM5 PAM: 5; CHRM1 PAM: 6; CHRM4 antagonist: 2

How did COc1ccc(C(=O)/C=C/c2ccsc2)cc1CSCC(=O)O do in these assays?
CHRM4 agonist: 1; CRFBP-R2 block: -15; CHRM5 antagonist: 8; CRFBP-R2 agonist: 0.1; CHRM4 PAM: 2; M5 ag: -2; CHRM5 PAM: -4; CHRM1 PAM: 1; CHRM4 antagonist: 2

Results for CCCN(CC(=O)Nc1ccccc1C)C(=O)C1CCCN(C(=O)c2ccc(Cl)cc2)C1 (stereo not drawn) ?
CHRM4 agonist: 1; CRFBP-R2 block: -4; CHRM5 antagonist: 5; CRFBP-R2 agonist: -0.8; CHRM4 PAM: -3; M5 ag: -1; CHRM5 PAM: 4; CHRM1 PAM: 5; CHRM4 antagonist: 2

What do the screens show for `O=C(Nc1ccc(N2CCN(C(=O)c3ccco3)CC2)c(Cl)c1)c1cccnc1`?
CHRM4 agonist: 5; CRFBP-R2 block: 7; CHRM5 antagonist: -4; CRFBP-R2 agonist: -0.7; CHRM4 PAM: -2; M5 ag: 7; CHRM5 PAM: -1; CHRM1 PAM: -4; CHRM4 antagonist: -6

How did COc1ccc(CN(C)C(=O)CCNS(=O)(=O)c2ccccc2)c(OC)c1 do in these assays?
CHRM4 agonist: 3; CRFBP-R2 block: -3; CHRM5 antagonist: 14; CRFBP-R2 agonist: -1.9; CHRM4 PAM: 1; M5 ag: 2; CHRM5 PAM: -9; CHRM1 PAM: 19; CHRM4 antagonist: -8

What do the screens show for `CCOc1cc(/C=C/c2nc3ccccc3s2)ccc1OCC(=O)N1CCOCC1`?
CHRM4 agonist: 15; CRFBP-R2 block: -31; CHRM5 antagonist: 2; CRFBP-R2 agonist: -0.9; CHRM4 PAM: -10; M5 ag: 1; CHRM5 PAM: -8; CHRM1 PAM: -6; CHRM4 antagonist: -13

Results for O=C(O)c1ccc2c(c1)C(=O)N(c1cccc(C(=O)/C=C/c3ccccc3)c1)C2=O ?
CHRM4 agonist: 0; CRFBP-R2 block: 4; CHRM5 antagonist: 4; CRFBP-R2 agonist: 0.8; CHRM4 PAM: -5; M5 ag: -1; CHRM5 PAM: 1; CHRM1 PAM: 2; CHRM4 antagonist: 5

What do the screens show for `COc1ccc(C(=O)N/C(=C\c2ccccc2)C(=O)NC(CC(C)C)C(=O)O)cc1` (stereo not drawn)?
CHRM4 agonist: 0; CRFBP-R2 block: -8; CHRM5 antagonist: 14; CRFBP-R2 agonist: -2.3; CHRM4 PAM: -4; M5 ag: -3; CHRM5 PAM: -7; CHRM1 PAM: -1; CHRM4 antagonist: 2

How did Cc1cc([N+](=O)[O-])ccc1-c1ccc(/C=N/NC(=O)c2ccc(Br)o2)o1 do in these assays?
CHRM4 agonist: 0; CRFBP-R2 block: 14; CHRM5 antagonist: -4; CRFBP-R2 agonist: 7.5; CHRM4 PAM: 1; M5 ag: 246*; CHRM5 PAM: -3; CHRM1 PAM: 1; CHRM4 antagonist: -9

Screening results: PubChem, several laboratories
